IDE act: human IDE activators in live cells, primary screen, fluorescence polarization, HEK cells, FAbeta-B substrate; Insulin-degrading enzyme (Homo sapiens), P14735; 0.073% of 340,000 active; FAbeta-B cleavage; 0% vehicle, 100% cell-free pure enzyme wells; activation, % at 5.96 µM;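 active = activation above the mean of all tested compounds plus 3 SD, set per screening campaign, cut at about 17% in these data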
Target sequence (P14735 whole entry, looked up): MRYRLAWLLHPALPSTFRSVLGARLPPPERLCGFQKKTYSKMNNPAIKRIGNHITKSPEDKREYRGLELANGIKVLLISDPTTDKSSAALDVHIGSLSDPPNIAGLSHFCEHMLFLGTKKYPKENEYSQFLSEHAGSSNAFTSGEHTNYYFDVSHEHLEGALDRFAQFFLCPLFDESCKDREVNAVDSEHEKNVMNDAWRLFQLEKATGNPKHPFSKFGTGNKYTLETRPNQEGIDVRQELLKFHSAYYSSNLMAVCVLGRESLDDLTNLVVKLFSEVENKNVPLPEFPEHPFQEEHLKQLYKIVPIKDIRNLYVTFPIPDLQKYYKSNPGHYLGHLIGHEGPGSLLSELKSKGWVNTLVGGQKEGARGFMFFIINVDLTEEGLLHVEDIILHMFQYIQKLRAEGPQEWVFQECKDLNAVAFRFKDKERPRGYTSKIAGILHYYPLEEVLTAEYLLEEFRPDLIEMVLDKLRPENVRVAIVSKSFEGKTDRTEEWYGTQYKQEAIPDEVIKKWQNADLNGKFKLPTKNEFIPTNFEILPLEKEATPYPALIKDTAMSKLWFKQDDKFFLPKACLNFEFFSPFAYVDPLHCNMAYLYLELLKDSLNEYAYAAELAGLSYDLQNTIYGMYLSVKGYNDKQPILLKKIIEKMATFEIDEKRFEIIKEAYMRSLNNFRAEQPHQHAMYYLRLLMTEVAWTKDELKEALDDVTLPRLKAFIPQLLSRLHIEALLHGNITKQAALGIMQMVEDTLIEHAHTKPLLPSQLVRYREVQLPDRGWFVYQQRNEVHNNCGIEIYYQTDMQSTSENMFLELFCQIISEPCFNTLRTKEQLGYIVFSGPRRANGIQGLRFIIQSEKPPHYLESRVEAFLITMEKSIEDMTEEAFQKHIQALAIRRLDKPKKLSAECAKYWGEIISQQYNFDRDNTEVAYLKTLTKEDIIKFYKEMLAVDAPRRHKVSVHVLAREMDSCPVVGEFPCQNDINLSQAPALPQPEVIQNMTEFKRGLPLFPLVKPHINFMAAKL
IDE inh: human IDE inhibitors in live cells, primary screen, fluorescence polarization, HEK cells, FAbetaB substrate; Insulin-degrading enzyme (Homo sapiens), P14735; FAbetaB cleavage; inhibition, % at 5.59 µM; 0.41% of 320,000 active; AID 434962, 2010;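 active = percent inhibition above the average of all tested compounds plus 3 SD, set per screening campaign, cut at about 16% in these data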;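 also: IDE supplied by intact live HEK cells; FP after avidin binding of uncleaved biotin substrate so inhibition keeps polarization high; 0% = DMSO wells and 100% = 60 µM reference IDE inhibitor Ii1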
Starred values were filed as active, the others as inactive.

SMILES	IDE act	IDE inh
CC(=O)NC12CC3CC(C1)CC(C(=O)N1CCN(S(=O)(=O)c4ccccc4[N+](=O)[O-])CC1)(C3)C2	0	3
O=C(COC(=O)c1nc(Cl)ccc1Cl)NNC(=O)c1cccs1	2	4
COc1cc(NC(=O)c2ccc(N3CCCC3=O)cc2)cc(OC)c1	6	4
O=C(NCC1CCCO1)c1cccc(S(=O)(=O)Nc2ccc(F)cc2)c1 (stereo not drawn)	0	0
Cc1cc(Br)cc(C=Nc2ccc(N3CCOCC3)cc2)c1O	0	6
O=C(Nc1cc2c3c(c1)CC(=O)N3CCC2)C1CC1	2	4
C=CCOC(=O)CCCCCCCC	3	4
O=C(NCCN1C(=O)S/C(=C\c2ccccc2F)C1=O)C1=COCCO1	-3	-1
COc1cc(C(=O)Nc2cccc(C)c2C)ccc1OCC(=O)N1CCOCC1	1	-1
CC(NC(=O)c1cccc(S(=O)(=O)N2CCc3ccccc32)c1)c1ccco1 (stereo not drawn)	-1	-4
O=S(=O)(NCCN1CCN(S(=O)(=O)c2ccccc2F)CC1)c1ccccc1F	-2	-2
CCN(CC(=O)Nc1cc(Cl)ccc1C)C(=O)Cc1ccsc1	3	6
O=C(NCCC1CCCCN1S(=O)(=O)c1cccs1)C(=O)NCc1ccccc1 (stereo not drawn)	3	4
CCN(CC)CCOc1ccc(/C(=C(\Cl)c2ccccc2)c2ccccc2)cc1	9	-1
CCCCOc1ccc(C(=O)NCC(=O)NNC(=O)c2ccco2)cc1	0	2
O=C(c1ccc(Br)cc1)c1coc2ccc(O)cc12	4	1
O=C(CSc1nccn(-c2ccc(F)c(Cl)c2)c1=O)NC1CCCC1	-1	8
CCOc1cc(C(=O)Nc2cc(C(=O)OC)ccc2C)ccc1OCC(=O)N1CCOCC1	-2	1
C[C@H](CO)N1C[C@H](C)[C@@H](CN(C)Cc2ccc(-c3ccccc3)cc2)Oc2ccc(NC(=O)Cn3cnnn3)cc2C1=O	0	2
N#Cc1ccsc1NC(=O)C1=COCCO1	2	-2

The list goes on.
SMILES	IDE act	IDE inh
NC(=O)C1CCCN(C(=O)c2cccc(S(=O)(=O)N(Cc3ccccc3)c3ccccc3)c2)C1 (stereo not drawn)	-11	9
NS(=O)(=O)c1ccc(CCNC(=O)c2ccc(Cl)c(S(=O)(=O)N3CCCCC3)c2)cc1	2	-1
CC(=O)c1ccccc1NC(=O)c1cc(S(=O)(=O)N2CCOCC2)ccc1N1CCCC1	3	-2
Cc1ccc(-c2nnc(OCc3nc4ccccc4n3C)c3ccccc23)cc1	2	-15
O=C(COc1cccc(C(F)(F)F)c1)Nc1nnc(C2CC2)s1	0	-1
O=C(NCc1nnnn1-c1ccc(F)c(F)c1)c1cc2ccccc2o1	0	-9
Cc1c(NC(=O)COC(=O)Cc2ccc(F)cc2)c(=O)n(-c2ccccc2)n1C	8	1
C[C@@H]1CN([C@@H](C)CO)C(=O)c2cccc(NS(=O)(=O)c3ccc(F)cc3)c2O[C@H]1CN(C)C(=O)NC1CCCCC1	-1	3
CC1CCCCC1NC(=O)CSC1=Nc2ccccc2C2CC=NN12 (stereo not drawn)	2	1
C=CC[C@@H](CC(=O)N[C@@H](CO)Cc1ccccc1)C(=O)N[C@@H](COC(=O)[C@@H](CC=C)Cc1ccc(F)cc1)Cc1c[nH]c2ccccc12	7	3
O=C(NNC(=O)c1cccc(S(=O)(=O)N2CCCCC2)c1)c1ccccc1	3	3
CON(C)C(=O)CC(CN(Cc1ccccc1)C(=O)OC(C)(C)C)c1ccc(Cl)cc1 (stereo not drawn)	3	-4
O=C(COC(=O)c1ccc(Cl)nc1)Nc1c(Cl)cccc1C(F)(F)F	2	-2
CC(=O)N1N=C(c2ccc(NS(=O)(=O)c3ccccc3)cc2)CC1c1ccco1 (stereo not drawn)	3	-4
NC(=O)c1ccc(NC(=O)Cc2ccc(S(=O)(=O)N3CCCCC3)cc2)cc1	1	4
CCN(CC)S(=O)(=O)c1ccc2[nH]c(=O)cc(C(=O)NCC3CCCO3)c2c1 (stereo not drawn)	2	2
COCCNC(=O)c1cccc(S(=O)(=O)N2CC3(C)CC2CC(C)(C)C3)c1 (stereo not drawn)	2	1
O=c1ccnc(Nc2ccc([N+](=O)[O-])cc2)[nH]1	3	-3
Cc1cc(C)c(OCC(=O)NCC(C)(C)N2CCOCC2)c(C)c1	-4	4
CCOc1ccc(NS(=O)(=O)c2ccc(C(=O)NCC(c3ccccc3OC)N3CCCC3)cc2)cc1 (stereo not drawn)	7	1

Of the compounds above, 3 contain two or more sulfur atoms.
SMILES	IDE act	IDE inh
O=S(=O)(NCCN1CCN(S(=O)(=O)c2ccccc2F)CC1)c1ccccc1F	-2	-2
O=C(NCCC1CCCCN1S(=O)(=O)c1cccs1)C(=O)NCc1ccccc1 (stereo not drawn)	3	4
NS(=O)(=O)c1ccc(CCNC(=O)c2ccc(Cl)c(S(=O)(=O)N3CCCCC3)c2)cc1	2	-1

The main list resumes with the 2 entries that preceded the break.
SMILES	IDE act	IDE inh
Cc1cc(C)c(OCC(=O)NCC(C)(C)N2CCOCC2)c(C)c1	-4	4
CCOc1ccc(NS(=O)(=O)c2ccc(C(=O)NCC(c3ccccc3OC)N3CCCC3)cc2)cc1 (stereo not drawn)	7	1
O=C(NCc1ccco1)C1CCN(S(=O)(=O)c2ccccc2C(F)(F)F)CC1	-1	0
COc1ccc2c(c1)OC[C@H]1[C@H]2N2C(=O)c3cc(Br)ccc3NC(=O)[C@@]2(C)[C@H]1c1ccccc1	3	4
Cc1ccc(NC(=O)CN(C)C(=O)Cc2c[nH]c3ccccc23)cc1	3	2
O=C(OCc1ccccn1)C1CCN(C(=O)c2ccc(Cl)cc2)CC1	4	5
Cc1noc(C)c1C(=O)Nc1nc(-c2cccs2)cs1	0	5
Cc1ccc(/C=C/C(=O)OCC(=O)NCc2ccc(Cl)cc2)o1	5	0
Cc1ccc(NC(=O)CSCC(=O)Nc2nnc(C3CC3)s2)cc1	-1	6
CCOc1ccc(NC(=O)CN(C)C(=O)COc2cccc(CC)c2)cc1OCC	5	4
CC(C)Cn1c(SC(C)C(=O)NCC2CCCO2)nc2ccc(Cl)cc2c1=O (stereo not drawn)	2	-6
CC(=O)c1ccccc1NC(=O)c1ccc(N2CCCC2=O)cc1	2	7
COc1ccccc1C(=O)NC(CCSC)C(=O)N1CCN(C/C=C/c2ccccc2)CC1 (stereo not drawn)	5	-4
O=C1NC[C@@H](c2ccccc2)OC(=O)[C@H](Cc2ccc(F)cc2)C/C=C\C[C@H]1CC(=O)N(CCO)Cc1ccccc1	4	0
COc1ccccc1NS(=O)(=O)c1cccc(C(=O)NCC(c2ccccc2OC)N2CCCC2)c1 (stereo not drawn)	-1	5
Cc1ccc(Cc2nnc(SCC(=O)Nc3ccccc3C)[nH]c2=O)cc1	1	-3
Cc1ccc(C2=CSC3=NCCN23)cc1	7	0
CC(OC(=O)CNC(=O)c1ccc(Cl)c([N+](=O)[O-])c1)C(=O)NCc1ccco1 (stereo not drawn)	1	-1
C=C[C@@]1(C)CCC(/C(C)=C/C=C/C(C)(C)O)C[C@@H]1C(=C)C (stereo partly drawn)	-6	1
CC1(C)O[C@@H](CC(=O)O)[C@]23CO[C@H](C(=O)[C@]4(C)C2CC[C@@]2(C)[C@H](c5ccoc5)OC(=O)C5O[C@]524)[C@@H]13 (stereo partly drawn)	0	0
COc1ccc(CCN2CC(C(=O)NCC(c3ccccc3)N(C)C)CC2=O)cc1OC (stereo not drawn)	6	1
C=C[C@@H]1c2c(F)cccc2N(S(=O)(=O)c2ccc(C)cc2)[C@H](c2ccc(OC(C)=O)cc2)C1(C#N)C#N	2	1

Next section:
SMILES	IDE act	IDE inh
COC1Cc2ccccc2N(C(N)=O)c2ccccc21 (stereo not drawn)	4	8
O=S(=O)(c1ccccc1C(F)(F)F)N1CCN(c2ncnc3sccc23)CC1	-2	-2
Cc1c([N+](=O)[O-])cc(S(=O)(=O)Nc2ccc(-c3ccc(N4CCCC4)nn3)cc2)cc1[N+](=O)[O-]	1	2
N#Cc1ccc(CN2CCN(C(=O)CCNS(=O)(=O)c3ccc(F)c(Cl)c3)CC2)cc1	2	2
Cc1ccc(S(=O)(=O)N2CCN(C(=O)Cc3ccccc3)CC2)cc1C	4	0
CC(=O)c1cccc(NC(=O)COC(=O)C2CCCN2C(=O)c2cccs2)c1 (stereo not drawn)	1	0
CCOc1ccc(C(=O)CCC(=O)NNC(=O)c2ccncc2)cc1	4	2
Cc1cc(C(=O)COC(=O)c2ccc(F)cc2)c(C)n1C	3	0
O=C(NCCC1CCCCN1S(=O)(=O)c1cccs1)C(=O)Nc1ccccc1 (stereo not drawn)	1	-1
Cn1c(=O)n(Cc2ccccc2)c(=O)c2c1nc1n2CCCN1C1CCCCC1	2	1
COCc1c(C(=O)OCC(=O)NCCc2ccc(S(N)(=O)=O)cc2)oc2ccccc12	1	2
CN(Cc1cccs1)S(=O)(=O)c1ccc(Cl)cc1F	4	0
COc1ccc(-c2csc(NC(=O)CSC(C)C(=O)Nc3cc(C)on3)n2)cc1OC (stereo not drawn)	-1	-2
COc1ccc(S(=O)(=O)Nc2ccccc2OC)cc1N=Nc1c(O)[nH]c(=S)[nH]c1=O	0	5
COc1ccc2c(c1)C(=O)N1[C@H]3c4cc(C)ccc4OC[C@@H]3[C@H](c3ccccc3)[C@]1(C)C(=O)N2	0	-1
Cc1ccc(S(=O)(=O)N(C)c2ccc(OC(C)C(=O)N3CCCC3)cc2)cc1C (stereo not drawn)	2	5
Cc1ccc(C)c(NC(=O)CN(C)C(=O)CSCc2c(C)noc2C)c1	0	5
CCOC(=O)[C@H]1[C@H]2COc3ccccc3[C@@H]2N2C(=O)[C@@H](CO)NC(=O)[C@@]12C	-5	-1
COc1ccc(C(C#N)c2cnccn2)cc1OC (stereo not drawn)	5	6
CC(NC(=O)COC(=O)C1(C)CC1(Cl)Cl)c1ccccc1 (stereo not drawn)	1	6

Carrying on.
SMILES	IDE act	IDE inh
CCOC(=O)C1CCN(C(=O)CCc2nc3sc4c(c3c(=O)[nH]2)CCCC4)CC1	0	0
O=C(CSc1nccc(=O)[nH]1)Nc1ccc2ccccc2c1	-1	3
COc1ccc(CNC(=O)CN(C)CC(=O)Nc2ccccc2Br)cc1	1	2
COc1cccc(C(=O)Nc2ccccc2-c2ccccc2)c1	1	-2
CCC1Nc2ncnc(N3CCN(c4ccccc4)CC3)c2N(Cc2ccc(OC)cc2)C1=O (stereo not drawn)	7	-7
COc1ccc2c3n([n+]([O-])c2c1)CCN=C3c1ccc(C)cc1	1	-9
O=C(COC(=O)COc1ccccc1[N+](=O)[O-])Nc1ccc2c(c1)OCO2	-1	2
Cc1ccc(F)cc1NC(=O)/C=C/c1ccc(S(=O)(=O)N2CCOCC2)cc1	-5	5
CC(C)(C)c1ccc(C(=O)Nc2cccc(S(=O)(=O)NC3=NCCC3)c2)cc1	1	5
Cc1ccccc1S(=O)(=O)/N=C(/Nc1nc2ccccc2s1)c1ccccc1	5	2
CC(=O)c1ccc(OCC(=O)N(C2CCCCC2)C2CCS(=O)(=O)C2)cc1 (stereo not drawn)	3	-1
CC(=O)Nc1cccc(C(=O)Nc2cccc(S(=O)(=O)NCc3ccco3)c2)c1	0	-1
O=C(CN1C(=O)NC2(CCCCC2)C1=O)Nc1cc(C(F)(F)F)ccc1N1CCCCC1	0	0
Cc1ccc(NC(=O)C(C)N2CCN(C)CC2)cc1S(=O)(=O)N1CCOCC1 (stereo not drawn)	3	-2
CCc1ccc(C(C)NC(=O)c2cccs2)cc1 (stereo not drawn)	-1	3
Cc1nnc2ccc(-c3ccc(NS(=O)(=O)c4ccc(F)cc4F)cc3)nn12	5	-3
CC1CCCN(C(=O)COC(=O)c2cc(-c3cccs3)nn2-c2ccccc2)C1 (stereo not drawn)	1	10
Cc1ccc(NC(=O)COC(=O)C2CC2)cc1Cl	6	-6
CCN1C(=O)[C@@H]2[C@@H](c3ccc(-c4ccc5c(c4)OCO5)c(OC)c3)N3CCC[C@@]3(C(=O)OC)[C@@H]2C1=O	5	1
Cc1c(C(=O)N2CCOCC2)oc2ccccc12	1	1

(continued)
SMILES	IDE act	IDE inh
O=S(=O)(NCc1ccc(F)cc1)c1cc(Br)ccc1Br	0	6
Cc1ccc(S(=O)(=O)N(Cc2ccc(C(F)(F)F)cc2)C(=O)N2CCN(C)CC2)cc1	-1	8
CCOC(=O)c1c(C)[nH]c(C)c1C(=O)COC(=O)c1ccc([N+](=O)[O-])s1	3	-3
CCCNC(=O)C(Cc1ccccc1)NC(=O)c1cccc([N+](=O)[O-])c1 (stereo not drawn)	4	3
COc1cc(OC)cc(C(=O)NNC(=O)CNC(=O)c2ccc(Br)o2)c1	3	-5
CCCCn1c(N)c(N(CCOC)C(=O)C2CC(=O)N(c3cccc(SC)c3)C2)c(=O)[nH]c1=O (stereo not drawn)	2	3
Cc1cc(S(=O)(=O)N2CCCCC2CCNC(=O)C(=O)NCc2cccnc2)ccc1F (stereo not drawn)	1	1
O=C1CCc2cc(NS(=O)(=O)c3ccc(F)cc3)cc3c2N1CC3	3	8
O=C(CN1CCN(c2ccccc2O)CC1)Nc1ccccc1C(=O)NCCc1ccccc1	4	-2

Structural class: the compounds so far with a tert-butyl group (two)
SMILES	IDE act	IDE inh
CON(C)C(=O)CC(CN(Cc1ccccc1)C(=O)OC(C)(C)C)c1ccc(Cl)cc1 (stereo not drawn)	3	-4
CC(C)(C)c1ccc(C(=O)Nc2cccc(S(=O)(=O)NC3=NCCC3)c2)cc1	1	5

Not all compounds are listed. The share of hits here may be higher or lower than overall.
